Screens deposited in PubChem BioAssay by National Center for Advancing Translational Sciences (NCATS).
Sm TGR inh – qHTS Assay for the Inhibitors of Schistosoma Mansoni Peroxiredoxins; Schistosoma mansoni thioredoxin glutathione reductase (TGR), Q962Y6; purified TGR, DTNB reduction, TNB absorbance 405 nm; Potency, µM (highest dose often 114 µM), for inactives: at the top dose activity change, negative = inhibition, hits mostly inhibitors; hit rate 3% among 360,000; AID 485364, 2010; further: potency means the concentration at half of the fitted maximal effect; nearly all actives have a fitted effect of over 60% in size
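First, TGR (20 nM dispensed) and NADPH were mixed with compound. Second, a 15 min room-temperature incubation followed. Third, further NADPH and then DTNB were added to start the reaction. Finally, TNB absorbance was monitored kinetically.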
HCV inh – qHTS Assay for Inhibitors of Hepatitis C Virus (HCV); hit rate 3.4% among 340,000; Huh7.5.1 HCVcc-Cre infection, luciferase reporter, 44 h; Potency, µM (highest dose often 41.8 µM), for the others: at the top dose activity change, negative = inhibition, hits mostly inhibitors; further: potency means the concentration at half of the fitted maximal effect
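Infectious HCV cell culture screen: compound-treated cells (1,000/well, pre-plated 4 h) are infected with HCVcc-Cre at roughly 0.5 moi and grown 44 h. Infection is quantified by luciferase signal after 15 min substrate incubation at room temperature.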
AmpC no deterg – qHTS Inhibitors of AmpC Beta-Lactamase (assay without detergent). P00811. AmpC nitrocefin hydrolysis, absorbance 480 nm, 0.0001% Triton. Potency, µM (series often up to 57.1 µM), without a hit: top-dose activity change, negative = inhibition, hits mostly inhibitors. hit rate 0.52% among 330,000;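 further: potency means the concentration at half of the fitted maximal effect; plate controls were no compound for no effect and no enzyme for full effect; nearly all actives have a fitted effect of over 20% in size; some results filed as inactive show a strong effect at the top dose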
Target sequence (P00811 whole entry, looked up): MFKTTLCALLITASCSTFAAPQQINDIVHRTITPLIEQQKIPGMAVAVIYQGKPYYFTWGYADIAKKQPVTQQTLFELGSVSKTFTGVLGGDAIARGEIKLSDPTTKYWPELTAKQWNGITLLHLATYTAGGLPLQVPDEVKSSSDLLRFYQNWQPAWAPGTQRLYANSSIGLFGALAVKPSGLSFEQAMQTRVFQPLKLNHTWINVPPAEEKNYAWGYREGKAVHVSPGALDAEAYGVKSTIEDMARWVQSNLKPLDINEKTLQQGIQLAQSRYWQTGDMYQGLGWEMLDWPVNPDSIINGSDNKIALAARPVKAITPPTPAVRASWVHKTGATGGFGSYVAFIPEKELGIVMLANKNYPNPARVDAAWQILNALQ
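20 mM phosphate pH 7.0 + 0.01% (detergent screen) or 0.0001% Triton X-100; 5.3 nM AmpC reagent; cpd preinc 15 min RT; nitrocefin (800 uM stock) to start; A480 q20 s × 4 min; Activity was normalised to no-enzyme and no-compound control wells.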
AmpC detergent – qHTS Inhibitors of AmpC Beta-Lactamase (assay with detergent); P00811; AmpC hydrolysis of nitrocefin, absorbance 480 nm, 0.01% Triton; Potency, µM (titrated, usually from 114 µM), without a hit: top-dose activity change, negative = inhibition, actives largely listed as inhibitors; hit rate 0.041% among 370,000; AID 485294, 2010;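 further: potency means the concentration at half of the fitted maximal effect; 0% = no-compound wells and -100% = no-enzyme wells; nearly all actives have a fitted effect of over 25% in size; some results filed as inactive show a strong effect at the top dose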
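20 mM phosphate pH 7.0 + 0.01% (detergent screen) or 0.0001% Triton X-100; 5.3 nM AmpC reagent; cpd preinc 15 min RT; nitrocefin (800 uM stock) to start; A480 q20 s × 4 min; Activity was normalised to no-enzyme and no-compound control wells.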
Giardia FBPA inh – qHTS Assay for Inhibitors of Fructose-1,6-bisphosphate Aldolase from Giardia Lamblia; A8B2U2; purified Giardia FBPA; Potency, µM (series often up to 59.6 µM), inactives show at the highest dose activity, negative = inhibition, most hits filed as inhibitors; hit rate 0.71% among 290,000; AID 2451, 2010; further: potency means the concentration at half of the fitted maximal effect; nearly all actives have a fitted effect of over 55% in size
Target sequence (A8B2U2 whole entry, looked up): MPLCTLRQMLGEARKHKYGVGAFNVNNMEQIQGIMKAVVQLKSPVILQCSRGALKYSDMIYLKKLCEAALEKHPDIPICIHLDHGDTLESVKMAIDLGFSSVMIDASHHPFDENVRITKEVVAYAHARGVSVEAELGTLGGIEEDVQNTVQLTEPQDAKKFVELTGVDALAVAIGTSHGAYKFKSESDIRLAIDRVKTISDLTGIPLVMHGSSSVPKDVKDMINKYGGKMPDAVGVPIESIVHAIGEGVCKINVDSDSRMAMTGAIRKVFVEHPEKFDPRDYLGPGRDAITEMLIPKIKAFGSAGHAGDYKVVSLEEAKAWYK
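40 nM FBPA preincubated 10 min at RT with compound (up to 57.5 uM final), then substrate plus GAPDH/TPI/NAD/arsenate coupling and diaphorase/resazurin added. Fluorescence read after 20 min at RT, 525/598 nm.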
HCMV antiviral – qHTS Assay for inhibitors of the human cytomegalovirus (HCMV). HFF cells, HCMV-luciferase reporter, 72 h; stronger effect = lower value. activity change, negative = inhibition, % at 57.5 µM. hit rate 4.5% among 410,000. AID 1259415, 2018; in the data active means activity change below about -60%; inconclusive means no clear call, values can overlap the other calls; inactive means above about -39%
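HFF cells seeded 16 h at 37C, treated with compounds, infected with luciferase-reporter HCMV at MOI 1 PFU/cell; luciferase read at 72 h post infection, normalized to buffer-only and Salinomycin controls.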
Numbers without * were called inactive; ? = inconclusive; / = not tested or not shown; [ ] = another dose, or the depositor's remark. Unless noted, the call rests on the fitted dose curve; in most records, active means well fitted curve in the direction sought with a large enough effect; inconclusive means small, poorly fitted or top-dose-only effect, or another doubt; inactive means no such curve, though single readings can be large; an effect the other way counts as inactive or inconclusive. Unless noted, on the % scale 0 is the no-effect control and ±100 the full control effect.

SMILES | Sm TGR inh | HCV inh | AmpC no deterg | AmpC detergent | Giardia FBPA inh | HCMV antiviral
Cc1ccc(CNC(=O)c2ccc(N3CCC4(CC3)CC(c3cccc(Br)c3)=NO4)c(NC(=O)c3c(Cl)cccc3Cl)c2)cc1 | -4% | 8% | -26% | -6% | / | -3
Cn1c(=O)c2cc(S(=O)(=O)NC(Cc3ccccc3)C(=O)NCc3ccco3)ccc2n(C)c1=O (stereo unspecified) | 40µM* | -4% | 0% | -11% | 8% | 12
CC(=O)NC(Cc1cccc(F)c1)C(=O)NC1CCN(C(=O)Nc2ccc(C)cc2)CC1 (stereo unspecified) | -5% | 6% | 25% | -3% | / | 0
Cc1ccc(S(=O)(=O)N2CCCCC2C)cc1[N+](=O)[O-] (stereo unspecified) | ? | 8% | 2% | 6% | 7% | -22
Cc1ccc(/C=N/NC(=O)c2ccco2)s1 | 0% | 15% | -18% | ? | 0% | 39
COc1cccc(C2CC(c3ccccc3Cl)n3nnnc3N2)c1 (stereo unspecified) | -5% | -29% | -10% | ? | 8% | -5
CCN(CC)C(=S)SCC(=O)Nc1nc(-c2ccccc2)c(-c2ccccc2)o1 | -16% | ? | -30% | 0% | 8% | -22
CC(=O)Oc1ccc(C(C)=O)c2c1OCCO2 | 1% | 10% | -9% | -4% | 3% | 23
Cc1ccc2c(c1)C(=C(C#N)C#N)C(=O)N2CCN1CCCCC1 | -22% | 8% | 60%[activator] | 2% | ? | 11
O=C(c1cccnc1)N1C2C=CC(C2)C1(C(F)(F)F)C(F)(F)F (stereo unspecified) | -11% | 14% | / | -7% | -1% | 1
Cc1ccc(C(=O)Nc2nnc(COc3ccccc3)s2)cc1 | -6% | 25% | -18% | 0% | 3% | 4
COC(=O)C(C)Oc1ccc(=O)[nH]n1 (stereo unspecified) | -2% | 11% | 4% | -9% | 3% | 57
Cc1ccc(OCCC(=O)NCCc2ccc(S(N)(=O)=O)cc2)cc1 | -24% | 3% | -16% | -3% | 3% | -36
O=C(Nc1cc2c3c(c1)CC(=O)N3CCC2)c1cccc(F)c1 | -1% | -2% | -10% | -16% | / | 20
O=C(OCc1cc(=O)n2nc(-c3cccs3)sc2n1)c1ccccc1 | 1% | / | / | -4% | / | 16
CC(C)(C)NC(=O)COC(=O)c1ccc(Cl)nc1 | 11% | -1% | -11% | 2% | 1% | -15
CCOC(=O)C1=C(C)N(c2ccc(C)cc2)C(=O)/C1=C\c1ccc(O)c(OC)c1 | 3.2µM* | -19% | -10% | 5% | ? | -17
CCOC(=O)CNC(=S)SC | -17% | 12% | -8% | 2% | 3% | ?
Cc1cc(C)cc(N2CC34C=CC(O3)C(C(=O)OCC(=O)NCc3ccco3)C4C2=O)c1 (stereo unspecified) | 0% | 4% | 49% | -11% | 0% | -30
Cc1c(=O)n(OCc2ccc(Cl)cc2)c2ccccc2[n+]1[O-] | / | ? | -20% | 1% | -5% | 2
COc1ccccc1N1CCN(C(CNC(=O)C2CCCCC2)c2cccnc2)CC1 (stereo unspecified) | -3% | -23% | 3% | ? | 6% | 16
Cc1ccc(-c2cc(C#N)c(=O)n(Cc3c(Cl)cccc3Cl)c2)cc1 | 6% | 2% | -25% | -8% | 4% | -62*
Cc1ccc(NC(=O)C2CC(=O)NC(Nc3cccc(C)c3)=N2)cc1 (stereo unspecified) | 1% | -6% | -11% | ? | 2% | 47
NC(=O)c1ccc(N2CCOCC2)nc1 | 1% | 10% | -15% | 2% | 0% | -29
Cc1ccc(NC(=O)CC(O)(C(F)(F)F)C(F)(F)F)cc1 | -10% | -3% | -11% | -6% | -6% | -31
COC(=O)c1ccccc1NC(=O)COC(=O)CSCC(=O)N1CCOCC1 | -8% | 13% | 9% | ? | 2% | -3
Cc1cc(=O)n2nc(N3CCC(C(=O)NCCc4ccc(Cl)cc4)CC3)sc2n1 | -3% | -20% | 80%[activator] | -4% | / | 29
CCC(=O)Nc1sc2c(c1C#N)CC(C)(C)NC2(C)C | 0% | -1% | -26% | ? | -1% | 45
COc1cc(NC(=O)COc2ccccc2[N+](=O)[O-])ccc1NC(=O)c1ccco1 | 3% | -24% | 5% | 6% | / | 55
CC(C)N1C(=O)/C(=C\c2nc3ccccc3c(=O)n2-c2ccccc2)c2ccccc21 | -5% | ? | 6% | ? | -16% | -95*
Cc1ccccc1CC1SC(N)=NC1=O (stereo unspecified) | 23% | 5% | -13% | 2% | -5% | 16
S=C(NCCc1ccccn1)NC1CCCCC1 | 7% | 6% | -31% | 3% | -5% | 90
COc1ccc(CNC(=O)c2cc3cc4cc(OC)ccc4nc3o2)cc1 | 4% | / | / | 1% | / | 13
COC(=O)c1sccc1S(=O)(=O)NC(C)c1cnn(-c2ccc(OC)cc2)c1C (stereo unspecified) | -22% | / | 2% | 0% | 6% | 98
O=C(O)c1cccc(Nc2nc3ccccc3nc2NS(=O)(=O)c2cccs2)c1 | -22% | 24% | -24% | -7% | -8% | 0
CC(=O)c1ccc(NC(=O)CSc2nc(=O)cc(N)n2-c2ccccc2)cc1 | 8% | 10% | -24% | -1% | 4% | 0
COc1cc(/C=N/NC(=O)CSCc2ccc([N+](=O)[O-])cc2)cc(OC)c1OC | 13% | -12% | -10% | 3% | 7% | -15
COCC1CCN(Cc2cn[nH]c2-c2cc3ccccc3o2)C1 (stereo unspecified) | 0%[57.1 µM] | -23% | 2% | 3% | -1% | -12
Cc1cc(NS(=O)(=O)c2ccc(NC(=O)COc3ccc(Cl)cc3Cl)cc2)no1 | -2% | 7% | -50% | -11% | / | 20
CCc1ccc2[nH]c(=O)c(CN(CCN(CC)CC)C(=S)NCc3ccco3)cc2c1 | -5% | ? | 138%[activator] | -6% | 8% | ?
CC(NC(=O)c1ccccc1F)c1nnc(SCC(=O)Nc2nccs2)n1C (stereo unspecified) | -6% | 8% | -3% | -3% | -11% | 149
COCc1nnc(NS(=O)(=O)c2ccc(F)cc2)s1 | -4% | 2% | -12% | ? | -28% | 24
Cc1ccccc1NC(=S)NC(NC(=O)C(C)(C)C)C(Cl)(Cl)Cl (stereo unspecified) | -7% | -8% | -13% | -6% | 0% | 5
Cc1ccc(C(=O)N/C(=C\c2cccs2)C(=O)NCCCn2ccnc2)cc1 | 0% | 5% | -8% | ? | 5% | -8
C=CC[C@@H](CC(=O)N[C@H](CO)Cc1ccccc1)C(=O)N[C@H](COC(=O)[C@@H](CC=C)Cc1ccc(F)cc1)Cc1c[nH]c2ccccc12 | / | ? | 120%[activator] | / | / | -4

Some entries already given, limited to HCMV antiviral, Giardia FBPA inh and HCV inh:
| smiles | HCMV antiviral | Giardia FBPA inh | HCV inh |
| --- | --- | --- | --- |
| COC(=O)c1sccc1S(=O)(=O)NC(C)c1cnn(-c2ccc(OC)cc2)c1C (stereo unspecified) | 98 | 6% | / |
| Cn1c(=O)c2cc(S(=O)(=O)NC(Cc3ccccc3)C(=O)NCc3ccco3)ccc2n(C)c1=O (stereo unspecified) | 12 | 8% | -4% |

Next compounds
SMILES | Sm TGR inh | HCV inh | AmpC no deterg | AmpC detergent | Giardia FBPA inh | HCMV antiviral
CCN(CC)C(=O)N1CCC(NC(=O)Cc2ccccc2)CC1 | 6% | 7% | -10% | -9% | 6% | 87
Cc1cc(C(=O)CN2C(=O)C(=O)N(C3CCCC3)C2=O)c(C)n1-c1ccc(F)cc1 | 3% | 3% | 2% | 22% | ? | -3
CN(C)c1[nH]c(=O)c(C#N)c2c1CCN2Cc1ccccc1 | 3% | -21% | -6% | 1% | -23% | -4
CCCN(CC(=O)Nc1ccccc1C)C(=O)c1ccc(Cl)c(S(=O)(=O)N2CCCC2)c1 | -27% | ? | -8% | ? | / | -13
CCOC(=O)C1=C(c2ccccc2)NC(=O)NC1c1cc(OC)c(OC)cc1OC (stereo unspecified) | 2% | 20% | -1% | -14% | 0% | 9
COc1cc(/C=N/NC(=O)C(C)Nc2n[nH]c(=O)[nH]c2=O)ccc1O (stereo unspecified) | 4% | 27% | 3% | -7% | 2% | -19
Cc1ccc(C(=O)N/C(=C/c2cccs2)C(=O)N2CCCCCC2)cc1 | 1% | 5% | 2% | 2% | 10% | 21
COC(=O)c1ccc2c(c1)S(=O)(=O)NC(=NCCCN1CCOCC1)S2 | 1% | 14% | -9% | ? | -3% | 20
CCCC1(c2ccccc2)NC(=O)N(CC(=O)Nc2cc(S(=O)(=O)N3CCOCC3)ccc2Cl)C1=O (stereo unspecified) | -1% | -32% | 0% | -11% | 2% | -6
O=C(COC(=O)c1cc[n+]([O-])cc1)Nc1ccccc1Sc1ccccc1 | -3% | 4% | -9%[11.4 µM] | 6% | -14% | -23

Gathered by group, the compounds so far with an aryl methoxy group (nine)
SMILES | Sm TGR inh | HCV inh | AmpC no deterg | AmpC detergent | Giardia FBPA inh | HCMV antiviral
COc1cccc(C2CC(c3ccccc3Cl)n3nnnc3N2)c1 (stereo unspecified) | -5% | -29% | -10% | ? | 8% | -5
CCOC(=O)C1=C(C)N(c2ccc(C)cc2)C(=O)/C1=C\c1ccc(O)c(OC)c1 | 3.2µM* | -19% | -10% | 5% | ? | -17
COc1ccccc1N1CCN(C(CNC(=O)C2CCCCC2)c2cccnc2)CC1 (stereo unspecified) | -3% | -23% | 3% | ? | 6% | 16
COc1cc(NC(=O)COc2ccccc2[N+](=O)[O-])ccc1NC(=O)c1ccco1 | 3% | -24% | 5% | 6% | / | 55
COc1ccc(CNC(=O)c2cc3cc4cc(OC)ccc4nc3o2)cc1 | 4% | / | / | 1% | / | 13
COC(=O)c1sccc1S(=O)(=O)NC(C)c1cnn(-c2ccc(OC)cc2)c1C (stereo unspecified) | -22% | / | 2% | 0% | 6% | 98
COc1cc(/C=N/NC(=O)CSCc2ccc([N+](=O)[O-])cc2)cc(OC)c1OC | 13% | -12% | -10% | 3% | 7% | -15
CCOC(=O)C1=C(c2ccccc2)NC(=O)NC1c1cc(OC)c(OC)cc1OC (stereo unspecified) | 2% | 20% | -1% | -14% | 0% | 9
COc1cc(/C=N/NC(=O)C(C)Nc2n[nH]c(=O)[nH]c2=O)ccc1O (stereo unspecified) | 4% | 27% | 3% | -7% | 2% | -19
